SUMO Mot1 rescue – SUMOylation pathway inhibition by Mot1-301 growth rescue; growth rescue, % at 18.8 µM; S. cerevisiae Mot1-301 growth rescue, ATP luminescence, 38.5C; percent above DMSO median, 100 means doubled; 320,000 tested, 1% active; AID 2716;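 active = every valid replicate shows activation above 250% relative to neutral control wells; inactive = the rest, any valid replicate at or below 250%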;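 note: OY570 slx delta 5 strain wells were the positive control but not used for scaling; some compounds called inactive have numbers as strong as hits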
MOR-DOR ag – OPRM1-OPRD1 heterodimerization agonism. activation, % at 9.3 µM. P35372+P41143. cells, luminescence. 340,000 tested, 0.3% active; in the data active = activation above about 18%;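 note: 0% = vehicle-treated cells and 100% = reference agonist; values of inactives mirror those of a sister screen read the other way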
Target sequence (P35372 whole entry, looked up): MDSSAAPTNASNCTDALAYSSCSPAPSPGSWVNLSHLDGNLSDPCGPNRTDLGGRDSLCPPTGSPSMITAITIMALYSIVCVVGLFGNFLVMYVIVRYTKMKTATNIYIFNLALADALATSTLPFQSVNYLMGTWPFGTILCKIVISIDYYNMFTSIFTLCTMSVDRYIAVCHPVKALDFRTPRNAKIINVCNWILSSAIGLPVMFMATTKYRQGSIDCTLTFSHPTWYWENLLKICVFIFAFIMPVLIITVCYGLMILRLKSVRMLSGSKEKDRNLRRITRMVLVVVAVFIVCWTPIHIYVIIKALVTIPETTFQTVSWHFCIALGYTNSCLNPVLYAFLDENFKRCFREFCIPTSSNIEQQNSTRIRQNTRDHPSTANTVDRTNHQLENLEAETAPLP
Target sequence (P41143 whole entry, looked up): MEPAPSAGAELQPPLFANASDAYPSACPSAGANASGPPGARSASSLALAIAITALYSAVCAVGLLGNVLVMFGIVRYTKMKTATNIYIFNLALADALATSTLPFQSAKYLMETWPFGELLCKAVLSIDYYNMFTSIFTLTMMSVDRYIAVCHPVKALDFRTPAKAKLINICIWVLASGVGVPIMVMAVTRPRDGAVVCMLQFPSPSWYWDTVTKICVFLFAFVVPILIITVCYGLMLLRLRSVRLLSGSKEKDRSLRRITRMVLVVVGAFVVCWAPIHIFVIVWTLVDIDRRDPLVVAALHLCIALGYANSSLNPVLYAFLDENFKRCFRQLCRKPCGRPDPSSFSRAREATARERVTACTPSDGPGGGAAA
PKA-R2B act – activates the human PKA-R2B holoenzyme complex; P22694+P31323; PKA-R2B holoenzyme dissociation, Cy5-IP20 fluorescence polarization; R2B truncated from residue 108, S112A mutant; 0% DMSO only, 100% 113 µM cGMP; activation, % at 11.4 µM; 340,000 tested, 0.079% active; AID 504700;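 active = activation above a cutoff set at the mean over all compounds plus 3 SD, cut at about 18% in these data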;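 note: higher means more holoenzyme dissociation and a rise in polarization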
phage Ecoli inh – E. coli growth loss with phage present; growth absorbance; inhibition, % at 11.9 µM; 360,000 tested, 0.26% active; in the data active = inhibition above about 11%
PfHsp90 set2 – growth inhibition of yeast expressing Plasmodium Hsp90 | S. cerevisiae expressing PfHsp90, BacTiter-Glo ATP, 48 h; yeast lacking PDR1 and PDR3 efflux regulators | inhibition, % at 9.4 µM | 310,000 tested, 0.32% active | AID 504621;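 active = every replicate shows inhibition above about 80%, whatever the replicate mean, limit read from the data; inconclusive = mean inhibition reaches the set limit but some replicate falls short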;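 note: 0% = DMSO neutral controls and 100% = 20 µM radicicol positive controls; yeast relying on Plasmodium falciparum Hsp90 in place of its own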
PKA-R1A activ – PKA-R1A complex activation; P00514+P68181; PKA-R1A dissociation, Cy5-IP20 fluorescence polarization; scaled: DMSO 0%, 113 µM cGMP 100%; activation, % at 11.4 µM; 340,000 tested, 0.083% active;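 active = percent activation above the mean of all tested compounds plus 3 SD, cut at about 19% in these data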;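 note: higher means more PKAc released from R1A so a rise in polarization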
OPRM1-OPRD1 inv – mu-delta opioid heterodimer inverse agonism | inhibition, % at 9.3 µM | P35372+P41143 | 340,000 tested, 0.21% active | cell-based MOR-DOR heterodimer luminescence; in the data active = inhibition above about 22%, passing the limit was not always enough;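 note: 0% = cells with DMSO and 100% = wells without cells with DMSO; values of inactives mirror those of a sister screen read the other way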
AddAB inh – less growth of phage-infected E. coli with AddAB; E. coli expressing H. pylori AddAB, absorbance growth; inhibition, % at 11.9 µM; 330,000 tested, 0.29% active; in the data active = inhibition above about 12%;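 note: 0% = vehicle wells of infected cells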
E coli growth – reduces bacterial viability in AddAB counter-screen. inhibition, % at 11.9 µM. 330,000 tested, 0.27% active. E. coli V3065 growth, OD600 absorbance, 18 h. AID 449728;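 active = inhibition above the campaign's mean inhibition across all tested compounds plus 3 SD, cut at about 9.9% in these data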;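 note: uninfected addAB+ strain grown without phage in ampicillin broth; 0% = DMSO wells and 100% = ciprofloxacin 0.95 µg/ml wells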
Tat transport – E. coli Tat transport inhibition; E. coli MC4100 TorA-mCherry Tat export, fluorescence; 340,000 tested, 0.036% active; inhibition, % at 10 µM; AID 488895;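 active = mean replicate inhibition at least 50% and at least half of replicates individually reaching 50%; inconclusive = only one of the two criteria met; inactive = neither criterion met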;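 note: exported cargo escapes ClpAP degradation while cytoplasmic cargo is degraded and loses fluorescence; 0% = median of neutral control wells and 100% = median of NaSCN control wells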
HTR5A inv ctr – inverse agonist of human HTR5A in OPRM1-OPRD1 counter-screen | P47898 | HTR5A cell line, luminescence, inverse agonism | inhibition, % at 9.3 µM | 340,000 tested, 0.083% active | AID 504634; in the data active = inhibition mostly above about 23%, no sharp cut-off; inactive = mostly below about 18%;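 note: 0% = cells with DMSO and 100% = no-cell wells with DMSO; some compounds called inactive have numbers as strong as hits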
* hit, by the source's call; ? = inconclusive; · = no result given.

smiles	SUMO Mot1 rescue	MOR-DOR ag	PKA-R2B act	phage Ecoli inh	PfHsp90 set2	PKA-R1A activ	OPRM1-OPRD1 inv	AddAB inh	E coli growth	Tat transport	HTR5A inv ctr
Cc1cccc(C(C)(C)C)c1OCCN1CCCC1	-2	-4.0	1	4.8	6	-13	20	2.1	2.1	7	17
CC(=O)c1ccc(OC(C)C)c(CSC(=N)N)c1	11	-3.7	8	9.0	1	-10	18	5.7	4.6	12	-2
C=CCn1c(NC(=O)c2ccc(Br)o2)c(S(=O)(=O)c2ccccc2)c2nc3ccccc3nc21	22	-4.2	0	-0.8	-19	0	25	-0.8	-1.1	10	17
O=C(Nc1ccc2c(c1)OCO2)Oc1ccccc1	-6	-0.2	-10	0.9	·	3	1	2.2	2.2	-5	-8
COc1ccc(C(C)=O)cc1COC(=O)CNC(=O)c1ccc(F)cc1	-12	-1.7	10	1.1	-6	-6	9	1.5	2.2	2	2
O=C(C(Cc1ccccc1)NS(=O)(=O)c1cccc2cccnc12)N1CCc2ccccc21 (stereo unspecified)	-13	-1.9	-8	0.0	8	14	10	4.0	-1.1	4	-9
COC(=O)[C@H](Cc1ccccc1)[C@@H](C)OS(N)(=O)=O	-8	-3.6	-10	2.9	·	0	20	1.6	0.2	-3	-10
COc1ccc2[nH]c(=O)c(-c3nnn(-c4ccc(Cl)nc4)n3)cc2c1	2	-1.9	-10	·	-7	-10	11	-1.6	-3.4	2	-6
COc1ccc(C2CC(=O)Oc3c2c(=O)n(C)c2ccccc32)c(OC)c1OC (stereo unspecified)	77	-2.0	-10	2.6	12	-5	11	-2.4	-0.4	-11	16
Cc1nc2ccc(NC(=O)C3=NN(C)C(=O)CC3)cc2s1	-9	-1.7	-4	1.1	13	5	7	-0.2	0.3	-1	-1
CCOC(=O)CNC(=O)c1ccc(OCC(F)(F)F)cc1	0	-0.1	-7	6.0	15	-13	1	3.1	0.6	-5	-3
CC1CC(C)(C)OC(C[N+]2(C)CCCCC2)O1 (stereo unspecified)	-1	-0.7	4	2.2	12	-2	4	2.6	2.3	14	13
CC(=O)OC(COc1ccccc1)Cn1cnc2cc(C)c(C)cc21 (stereo unspecified)	0	-3.5	-7	-0.4	-9	0	18	2.1	-2.8	4	5
CC(=O)Nc1ccc(C(=O)COC(=O)CCS(=O)(=O)c2ccccc2)cc1	382	0.5	0	2.4	12	3	-3	1.5	1.0	0	2
CCOc1ccc(OCC)c(NC(=O)CN2CCN(c3cccc(C)c3)C(C)C2)c1 (stereo unspecified)	-2	0.7	-14	-7.1	-6	-14	-4	-3.2	-3.8	18	-35
CCC(C(=O)O/N=C(\N)c1ccc(C)cc1)c1ccccc1 (stereo unspecified)	-16	4.1	0	2.4	13	4	-24	0.0	-1.2	-9	-15
COC(=O)c1ccc(CC(=O)c2ccc(O)cc2O)o1	103	-0.6	0	·	4	-2	3	3.3	-0.2	-2	5
O=C(CN1C(=O)NC(c2ccccc2)(c2ccccc2)C1=O)N1CCN(c2ccccc2F)CC1	3	-2.7	-14	1.0	-6	2	10	-0.6	-0.2	10	2
COc1ccc(C(=O)OC(C)C(=O)NC2CCCC2)cc1S(=O)(=O)N1CCOCC1 (stereo unspecified)	11	-3.0	1	1.4	-10	-2	12	3.6	3.3	-6	15
CCc1c(C)nc2c(-c3ccccc3)c(C)nn2c1Nc1ccc(NC(C)=O)cc1	-16	·	·	2.4	-4	·	·	-0.7	-1.2	5	·
Cc1ccc(C)c(NC(=O)COC(=O)c2cc3ccccc3oc2=O)c1	23	-3.2	1	2.8	-29	2	13	0.1	-2.8	-4	-13
COc1ccccc1NC(NC(=O)c1ccccn1)C(Cl)(Cl)Cl (stereo unspecified)	-7	0.6	-12	0.3	-46	13	-3	2.9	1.3	3	-10
COc1ccc(NC(=S)/N=C(\N)Nc2nc(C)c3ccc(C)cc3n2)cc1	-10	-0.3	1	2.9	·	-4	1	-2.4	0.3	1	12
COc1ccc(C2=NS(=O)(=O)N(C)C(C(=O)NCc3cccs3)=C2)cc1OC	-3	-1.9	3	2.9	-34	-3	11	2.4	0.1	-5	10
CCC(=O)N(Cc1cc2ccccc2[nH]c1=O)C(C)C	-16	1.5	10	3.3	-21	-4	-9	0.2	-0.8	5	-2
O=C1C2C3C=CC(C3)C2C(=O)N1c1ccc2ccccc2n1 (stereo unspecified)	-14	-2.2	-4	2.0	10	-5	12	-1.9	0.5	-6	-10
CSc1nsc2nc(=O)c(/C=C3\C(C)=Nc4ccc(C)cc43)c(N)n12	0	1.0	-8	2.9	·	0	-5	1.9	1.3	16	-8
CC1(C)CC(CCNS(=O)(=O)c2ccccc2)(c2ccccc2)CCO1 (stereo unspecified)	-12	-1.8	-11	1.5	-6	-4	9	1.8	0.5	?	19
CC(CNc1ccc(Cl)cc1)(CNc1ccc(Cl)cc1)[N+](=O)[O-]	·	3.0	-4	-0.4	·	3	-16	·	·	1	9
COc1cc(OC)cc(N(C(=O)c2ccco2)C(C(=O)NC2CCCC2)c2ccc(N(C)C)cc2)c1 (stereo unspecified)	-8	5.0	2	1.5	0	-2	-28	2.4	1.7	-1	-21
O=C(C[n+]1ccccc1)N1CCCc2ccccc21	-5	-2.0	-1	2.0	12	-5	11	0.8	1.7	18	2
S=C(Nc1ccc(Cl)c(Cl)c1)NC1CCN(Cc2ccccc2)CC1	·	23*	-10	8.0	28	2	-135	11	11*	-6	-23
O=C(CCl)N1CCN(S(=O)(=O)c2ccc3c(c2)OCCCO3)CC1	16	-0.5	3	-0.8	·	12	2	2.0	0.5	3	17
COC(=O)c1ccsc1NC(=O)C1=COCCO1	-6	-1.1	-18	-0.7	-13	-10	6	1.7	-1.2	-3	-4
O=C(NC1CCCCCC1)C1CCC(=O)N(Cc2ccccc2F)C1 (stereo unspecified)	-12	-1.1	-4	1.8	0	1	6	3.5	2.7	3	-19
Cc1ccc(CCN2CC(C(=O)NCCN(C)C)CC2=O)cc1 (stereo unspecified)	-1	-4.8	3	2.5	-6	1	22	-2.7	-5.3	-3	1
CCOC(=O)c1csc(-n2nc(C)cc2C(F)(F)F)n1	-11	4.2	3	0.5	·	-3	-22	0.2	-0.7	0	23
CC(C)NC(=O)c1cnc(N2CCN(c3ccccn3)CC2)c2ccccc12	-9	-0.1	-12	0.6	-13	-11	0	2.5	0.7	-8	44*
Cc1ccc(S(=O)(=O)N(CC(=O)NCC2CCCO2)Cc2ccc(F)cc2)cc1 (stereo unspecified)	-3	0.7	-2	2.1	5	10	-6	5.7	3.0	8	-10
C=C1C(=O)O[C@@H]2[C@H]1[C@@H](OC(=O)/C(C)=C/C)C/C(C)=C\C(=O)/C=C(\C)[C@@H]2O	11	0.6	-1	1.8	3	-9	-4	1.8	2.7	2	-24
CCOc1ccc(S(=O)(=O)N2CCCC(C(=O)Nc3ccccc3)C2)cc1 (stereo unspecified)	219	1.7	-5	-1.1	17	-7	-14	1.5	-0.1	7	4
CC(=O)Nc1ccc(S(=O)(=O)NC2(C(F)(F)F)N=C(c3ccccc3)NC2=O)cc1 (stereo unspecified)	10	0.7	-2	5.4	6	-10	-4	3.8	2.6	-6	17
O=C(NCCOc1ccccc1)c1cccc2c1C(=O)c1ccc(Cl)cc1S2(=O)=O	21	-0.1	2	0.2	4	-10	1	0.1	-2.7	-7	-17
COc1cccc(C(=O)OCC(=O)N2CCc3ccccc32)c1OC	·	-4.1	-1	0.4	·	4	22	·	·	4	12
CN(CC(=O)Nc1ccc(F)c(F)c1F)C(=O)c1ccc2c(c1)NC(=O)CS2	0	1.0	-2	2.2	0	-3	-4	0.9	4.6	15	-26
CCCCOc1ccc(-c2nc(SCC(N)=O)n[nH]2)cc1	-14	-2.3	-4	0.2	15	-2	12	2.3	-0.9	-7	11
CCN(C(=O)COc1ccc(C(C)=O)cc1)c1cccc2ccccc12	-5	-1.6	-5	0.4	-10	-15	6	0.7	-0.5	-2	3
COC(=O)[C@H](Cc1ccccc1)NC(=O)Nc1ccc(S(N)(=O)=O)cc1	-1	-0.7	2	3.9	35	0	4	2.2	2.6	4	7
CCSC(=O)N(CC)CC(=O)Nc1c(CC)cccc1CC	·	-2.1	-3	·	-14	-4	12	0.5	5.0	12	-3
CCC(=O)N1CCc2cc(S(=O)(=O)N3CCN(c4cc(Cl)ccc4C)CC3)ccc21	-9	-2.2	0	1.2	-7	-8	12	3.2	-0.2	-3	9
Cc1nnc(SCC(=O)Nc2ccccc2N2CCOCC2)s1	9	-1.9	8	3.4	1	3	10	2.1	-1.1	-2	11
Cc1[nH]c2ccccc2c1/C=N/NC(=S)NCc1ccccc1	·	1.5	-20	3.1	14	5	-8	1.2	4.5	0	3
Cc1ccc(/C=C/C(=O)N2CCN(S(=O)(=O)c3cccs3)CC2)o1	2	-2.6	-5	1.5	30	-15	14	-0.5	0.3	0	4
Cc1nn(-c2ccccc2)c(Cl)c1/C=N/NC(=O)c1ccc(CNc2ccccc2)o1	28	-1.4	-8	3.8	21	-9	7	0.6	-0.2	-4	2
CCc1n[nH]c(=O)n1Cn1c(CC)n[nH]c1=O	1	-2.7	-3	0.9	1	4	15	-0.8	0.6	1	-21
Nc1cccc2c1C(=O)N(C(=O)c1ccc(S(=O)(=O)N3CCCCCC3)cc1)C2=O	11	-1.3	-11	-3.0	10	-7	8	-0.5	-1.8	-1	-15
CC(C)(C)N=C1NN=C(c2cc3ccccc3o2)CS1	8	-5.5	4	3.2	8	5	29	4.0	-0.2	3	-1
Cc1ccc(NC(=S)NC(=O)C2CCCC2)cc1C	0	2.4	-7	1.5	10	-14	-13	4.4	0.9	-8	-13
COc1ccc(CNS(=O)(=O)c2ccc(-n3cnnn3)c(C)c2)cc1	-3	0.2	-10	2.5	-9	-10	-1	0.8	0.3	-11	-20
CSc1ccc(/C=C/C(=O)OCC(=O)N2CCCCCC2)cc1	34	-1.0	7	5.5	-13	1	5	0.8	-0.2	-2	-9
Cc1ccc(NC(=O)C2CCN(C(=O)c3ccccc3C)CC2)cc1	-14	3.1	-13	5.4	-6	8	-22	2.5	1.5	12	2
C=CCOn1c(=O)c(-c2ccccc2)[n+]([O-])c2ccccc21	370	-2.9	2	3.4	-25	-8	15	3.3	5.2	-9	4

Random draw from the library; any-hit rate near 2.2%.
